NR2F2 inh: NR2F2 transcriptional activity inhibitors, primary screen, cell-based, luciferase reporter, HEK293T, luminescence; COUP transcription factor 2 (Homo sapiens), P24468; HEK293T NGFI-A luciferase reporter; inhibition, % at 8.6 µM; hit rate 0.7% among 370,000;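 active = inhibition above a per-plate cutoff, mean inhibition of test wells between control levels plus 3 SD, cut at about 38% in these data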;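 note: cells cotransfected with COUP-TFII expression vector driving the NGFI-A reporter; 0% = median of COUP-TF2 test wells and 100% = reporter-only cells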
TROY signal inh: inhibitors of TROY-driven NF-kB signaling, primary screen, Q293 LMP1-TROYcd cells, NF-kB luciferase, uHTS; inhibition, % at 10 µM; Q293 LMP1-TROYcd NF-kB luciferase reporter, 4 h; hit rate 0.98% among 360,000; AID 1347056, 2019;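 active = compounds whose plate-normalised and pattern-corrected inhibition of the luciferase reporter signal at the single screening dose is 50% or more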
NR5A2 inv ag: LRH-1 (NR5A2) inverse agonists, primary screen, cell-based, luminescence, HEK293T, StAR-luciferase reporter; LRH-1 transfected, 24 h; Nuclear receptor subfamily 5 group A member 2 (Homo sapiens), O00482; inhibition, % at 3.6 µM; hit rate 0.13% among 360,000;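 active = inhibition above the mean inhibition of all tested compounds plus 3 SD, cut at about 73% in these data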;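 note: 0% = DMSO wells and 100% = reporter-only cells lacking LRH-1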
ABHD5 PLIN5 PPI: ABHD5-PLIN5 interaction inhibitors, primary screen, cell lysate, split luciferase complementation, luminescence; Perilipin-5 (Homo sapiens) + 1-acylglycerol-3-phosphate O-acyltransferase ABHD5 (Homo …; Split G. princeps luciferase complementation, 4 h; inhibition, % at 4 µM; hit rate 0.78% among 360,000; AID 602281, 2012;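 active = inhibition above the mean inhibition across every tested compound plus 3 SD, cut at about 22% in these data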;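 note: 0% = DMSO only wells and the 100% control is not disclosed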
SRC2 inh: inhibition of GAL4-SRC2 driven luciferase reporter, primary screen, SRC2 inhibitor project, cell-based, luminescence; Nuclear receptor coactivator 2 (Homo sapiens), Q15596; HEK293 GAL4-SRC2 luciferase reporter; inhibition, % at 9 µM; hit rate 0.17% among 370,000;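 active = inhibition above the mean inhibition of all tested compounds plus 3 SD, set per campaign, cut at about 52% in these data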;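 note: 0% = DMSO treated cells and 100% = cells given Gossypol at 36 µM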
TWEAK Fn14 block: inhibitors of TWEAK-Fn14 signaling, primary screen, luciferase reporter cells, uHTS | TWEAK-stimulated Fn14 reporter cells, luciferase luminescence, 8 h | inhibition, % at 10 µM | hit rate 2% among 360,000 | AID 1159606, 2016; in the data active = inhibition above about 50%
NCOA1 inh: SRC1 coactivator transcriptional activity inhibitors, primary screen, cell-based, luminescence | HEK293 GAL4-SRC1 luciferase reporter | Nuclear receptor coactivator 1 (Homo sapiens), Q15788 | inhibition, % at 3.6 µM | hit rate 0.12% among 360,000;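 active = inhibition above the campaign mean plus 3 SD, with each screening campaign given its own cutoff, cut at about 60% in these data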;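 note: 0% = DMSO treated cells and 100% = gossypol at 36 µM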
NCOA3 inh: SRC3 coactivator transcriptional activity inhibitors, primary screen, cell-based, luminescence. HEK293 GAL4-SRC3 luciferase reporter. inhibition, % at 3.6 µM. hit rate 0.17% among 360,000. AID 588352, 2011;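 active = inhibition above a per-campaign cutoff, the mean of all compounds plus 3 SD, cut at about 60% in these data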;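 note: 0% = DMSO-treated cells and 100% = gossypol-treated cells at 36 µM; higher means less SRC3-driven luciferase light from the GAL4 reporter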
Granule exo inh: LAMP-1 surface exposure blockers, TALL-104 cells – cell-based, flow cytometry, MLPCN library, primary screen; TALL-104 LAMP-1 surface exposure; cells stimulated with thapsigargin and PMA; inhibition, % at 10 µM; hit rate 0.66% among 360,000;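 active = inhibition above about 55%, limit read from the data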
TLR9-MyD88 inh: inhibitors of TLR9-MyD88 association in cells, primary screen, cell-based, CHO, BLA complementation, fluorescence. CCF4 FRET ratio. Toll-like receptor 9 (Homo sapiens) + Myeloid differentiation primary response protein …. hit rate 0.21% among 340,000. inhibition, % at 4.98 µM;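 active = inhibition above the mean over all tested compounds plus 3 SD, cut at about 21% in these data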;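 note: 0% = DMSO only wells and 100% = clavulanate BLA inhibitor control wells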
NOD2-RIPK2 inh: NOD2-RIPK2 binding disruptors in cells, primary screen, fluorescence, CHO cells, BLA complementation; inhibition, % at 4.98 µM; CCF4 ratio; AID 624267, 2012; hit rate 0.38% among 360,000; in the data active = inhibition above about 21%;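 note: 0% = vehicle only and 100% = reference blocker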
* = called active by the depositor; x = no result given.

SMILES	NR2F2 inh	TROY signal inh	NR5A2 inv ag	ABHD5 PLIN5 PPI	SRC2 inh	TWEAK Fn14 block	NCOA1 inh	NCOA3 inh	Granule exo inh	TLR9-MyD88 inh	NOD2-RIPK2 inh
CCCCN(C)C(=O)c1c[nH]c2ccc(S(=O)(=O)N3CCOCC3)cc2c1=O	11	-5	-5	6	-10	10	-9	-26	5	2	-1
O=C(Cc1n[nH]c(=O)c2ccccc12)N/N=C/c1cc2c(cc1Cl)OCO2	13	-19	-35	-5	-20	3	-1	-4	-11	-4	1
O=C(CCC(=O)NNC(=O)c1ccc([N+](=O)[O-])cc1)NCc1ccccc1	-23	-5	-1	-6	-14	3	1	4	0	13	-10
O=Cc1cccc(OCc2cn(CC(=O)c3ccc(O)cc3)nn2)c1	12	4	-6	15	-3	15	1	15	-2	1	-13
CC1CCN(C(=O)c2cc(Cl)ccc2NC(=O)c2ccco2)CC1	13	-17	-3	-4	-11	5	4	-4	8	-21	-1
CCCOc1ccc(C2c3c(oc4ccccc4c3=O)C(=O)N2CCN(CC)CC)cc1OC (stereo unspecified)	-7	-9	-1	-2	6	3	-19	12	1	10	-13
O=C(Nc1ccccc1)Nc1nc(-c2ccc(Cl)cc2)cs1	1	-18	-1	-5	-11	2	-4	22	2	-1	-3
Cc1ccc(NC(=O)C2CCN(S(C)(=O)=O)CC2)cc1Cl	-13	6	-7	1	16	15	-8	0	-8	8	-14
CCc1ccc(-c2cc(C(=O)O)c3ccccc3n2)s1	-26	-13	-49	-5	-51	6	-55	-80	-2	4	-10
CCN(CC)c1ccc(NC(=S)NC(=O)Cc2ccccc2)cc1	-10	6	11	-14	11	-15	-1	0	2	6	-6
Cc1ccc2nc(C)c(C(=O)N/N=C/c3cccs3)n2c1	-14	-9	23	0	-21	-8	-15	-8	15	9	4
COc1ccccc1Cn1c(C)c(C(=O)NCc2ccc(C#N)cc2)sc1=O	-15	15	-3	4	-21	-27	2	0	-1	x	4
O=C1COc2cc(ccc2[N+](=O)[O-])Oc2ccc(cc2Cl)C(=O)CCCCO1	-6	2	7	5	3	-18	6	-12	1	-4	-3
O=C(CCN1C(=O)/C(=C/c2ccc(F)cc2)SC1=S)Nc1cccnc1	-6	22	0	6	-22	0	-10	13	-4	9	9
CCOc1ccc(N2C(=O)CC(NCCNc3ccc(C(=O)c4cccs4)cc3)C2=O)cc1 (stereo unspecified)	0	0	10	4	5	11	-2	-5	-2	-7	-4
O=C(N/C(=C\c1cccc(Br)c1)C(=O)N1CCCCC1)c1ccco1	-2	-2	5	-2	22	4	8	13	22	5	-4
COc1ccccc1-c1coc2c(CN3CCN(CCO)CC3)c(O)ccc2c1=O	6	25	11	3	4	3	1	2	0	4	6
Cn1c(=O)c2c(nc(Cl)n2Cc2ccc(Cl)c(Cl)c2)n(C)c1=O	6	24	-37	2	-13	13	4	27	-8	7	-12
CCCCCn1c(=O)[nH]c2cc(C(=O)N3CCN(CC)CC3)ccc2c1=O	16	15	3	3	1	3	-12	6	0	2	4
COc1cc(-c2[nH]ncc2CN2CCSCC2)cc(OC)c1OC	-40	-14	23	2	-16	5	3	4	-1	1	-2
COc1ccc(NC(=O)C2CCN(S(=O)(=O)c3ccc(N4CCCC4=O)cc3)CC2)c(OC)c1	3	-4	9	0	15	-14	15	7	0	-3	-11
CCCN(CCC)S(=O)(=O)c1ccc(NC(=O)c2cc(C(=O)OC)cc([N+](=O)[O-])c2)cc1	3	10	12	-10	0	22	-11	7	-5	-2	6
O=C(CCCN1C(=O)/C(=C/c2ccccc2Cl)SC1=S)N1CCOCC1	5	9	6	-2	0	29	5	-5	0	-1	4
Cc1ccc(NC(=O)COC(=O)Cn2cnc3ccccc32)c([N+](=O)[O-])c1	5	11	0	5	-18	8	-3	4	-2	-7	-4
O=C(c1ccc(N2CCOCC2)c([N+](=O)[O-])c1)N1CCN(S(=O)(=O)c2cccs2)CC1	12	6	10	0	4	-5	11	12	3	-6	-3
O=C(NCCS(=O)CCNC(=O)C(F)(F)F)C(F)(F)F	6	2	4	-3	5	8	-40	18	0	3	-6
CCc1c(C(=O)O)[nH]c2ccc(Br)cc12	11	2	-10	0	9	5	-5	-7	-3	4	-5
Cc1ccc(N=Nc2c(N)n[nH]c2N)cc1	-14	-28	-34	-1	-66	-5	-53	-41	-2	5	-7
O=C(CCNC(=O)N1CC(=O)Nc2ccccc21)NCc1cccc(C(F)(F)F)c1	19	-4	8	-11	-3	-2	-7	2	-6	-5	10
O=S(=O)(c1ccc(NC(=S)NCc2ccncc2)cc1)N1CCCCC1	6	-2	4	2	37	-8	6	20	-4	-6	5
Brc1ccc(-c2csc(NC3=NCCCCC3)n2)cc1	-13	-65	-39	-2	-3	-36	-38	-5	0	-10	-8
CC1CCCN(CCCNC(=O)C2CCCN(c3ncnc4c3nc3n4CCCCC3)C2)C1 (stereo unspecified)	6	-12	8	-5	-15	-9	-10	0	-6	-4	4
CC1CCCCC1NC(=O)CN(C)S(=O)(=O)c1ccc2c(c1)c(=O)n(C)c(=O)n2C (stereo unspecified)	-5	0	-4	10	-11	23	-1	6	-9	-3	-17
CCOc1ccc(OCCCCN(C)C)cc1	-4	1	-1	-10	-5	-8	-5	4	1	3	8
CCOC(=O)CN1C(=O)N[C@@H](c2cccc(C(F)(F)F)c2)C(C(=O)OC)=C1C	4	3	5	-9	8	6	-7	10	7	-12	2
C=CCn1c(-c2ccc(Cl)cc2)cnc1SC(C)C(N)=O (stereo unspecified)	-11	6	-3	-3	6	-10	4	-5	-5	-4	-1

Full records from above. Order of screens: NR2F2 inh, TROY signal inh, NR5A2 inv ag, ABHD5 PLIN5 PPI, SRC2 inh, TWEAK Fn14 block, NCOA1 inh, NCOA3 inh, Granule exo inh, TLR9-MyD88 inh, NOD2-RIPK2 inh
Shown for CC1CCCCC1NC(=O)CN(C)S(=O)(=O)c1ccc2c(c1)c(=O)n(C)c(=O)n2C (stereo unspecified) = -5, 0, -4, 10, -11, 23, -1, 6, -9, -3, -17
Shown for Brc1ccc(-c2csc(NC3=NCCCCC3)n2)cc1 = -13, -65, -39, -2, -3, -36, -38, -5, 0, -10, -8

Carrying on.
SMILES	NR2F2 inh	TROY signal inh	NR5A2 inv ag	ABHD5 PLIN5 PPI	SRC2 inh	TWEAK Fn14 block	NCOA1 inh	NCOA3 inh	Granule exo inh	TLR9-MyD88 inh	NOD2-RIPK2 inh
O=C(c1ccc([N+](=O)[O-])o1)N1CCN(c2nc3ccc(F)cc3s2)CC1	14	10	26	-4	-23	1	-18	8	0	4	-2
CCN(CC)S(=O)(=O)c1ccc(OC)c(NC(=O)Cn2cnc3c2c(=O)n(C)c(=O)n3C)c1	7	14	-3	-4	-7	-7	-18	-2	-1	-8	2
O=C1C(Cc2ccccc2)S/C(=N/N=C/c2ccco2)N1c1ccccc1 (stereo unspecified)	9	-4	9	4	1	4	8	-18	-1	10	-6
Cc1ccc(S(=O)(=O)Nc2ccc(C(=O)NCc3ccncc3)cc2)cc1	-3	-7	-25	-1	-4	8	-34	-12	4	-3	-8
OCCN(CC#CC(O)(c1ccccc1)c1ccccc1)CCO	1	-5	-8	0	18	-3	-63	23	-3	-1	-20
CC(C)(C)NCC(O)COc1ccccc1C(C)(C)C (stereo unspecified)	-11	-7	-22	-1	4	-10	-2	-13	6	8	4
COc1ccc(CNC(=O)c2nnn(CC(=O)Nc3cc(C)cc(C)c3)c2N)cc1	7	-17	-2	1	-19	-10	21	-4	5	8	1
CCOc1ccccc1N(CC(=O)Nc1ccc(OC)cc1)S(=O)(=O)c1ccccc1	-3	-15	11	8	2	10	-23	0	-3	8	5
Cc1ccc(CN(Cc2ccccc2)C(=S)Nc2ccccc2C)o1	1	16	12	2	10	33	12	16	1	13	6
COc1ccc(CC(N)c2csc(NC(=O)NC(c3ccccc3)c3ccccc3)n2)cc1 (stereo unspecified)	20	0	-6	-4	-9	12	-6	-12	11	x	-8
CCOC(CCNC(=O)c1cn(-c2cccc(C)n2)cn1)OCC	9	1	9	-8	15	-4	-13	12	0	-1	-6
CCn1c(C(=O)NCCCN2CCc3ccccc3C2)cc2sccc21	-7	0	15	1	-16	-7	-6	-9	-3	-9	5
CC(SCC(=O)Nc1ccccc1Br)c1nc2ccccc2c(=O)[nH]1 (stereo unspecified)	2	1	-9	-1	-1	11	-4	-15	2	-3	-5
S=c1ncc2[nH]c(=S)[nH]c2[nH]1	x	-17	16	15	x	1	8	-9	13	-7	-11
Cc1ccc(S(=O)(=O)N2CCN(c3cnn(C)c(=O)c3Cl)CC2)cc1	7	-7	22	2	-28	6	-13	1	-4	5	-6
Cn1c(=O)c2c(nc(N/N=C/c3cccs3)n2Cc2ccccc2)n(C)c1=O	12	16	-22	2	-4	35	-19	-2	2	-4	-3
CSc1ncnc2c1ncn2CCCNCc1ccco1	11	-3	-5	2	-6	-3	0	-17	-1	0	7
Cc1onc(-c2ccccc2)c1C(=O)N(Cc1ccccn1)Cc1ccccn1	-4	-12	0	7	14	5	-12	23	1	2	0
COc1cccc(NC(=O)CN(C)C(=O)COc2cc(C)ccc2Cl)c1	12	4	-3	-6	-35	-5	-9	7	6	-2	2
CC(=O)Nc1cc(-c2cccc(NS(C)(=O)=O)c2)cn2c(-c3cccc(C(C)=O)c3)cnc12	-12	6	38	1	-16	-22	-22	13	13	x	-4
CC(=O)c1ccc(N2CCN(S(=O)(=O)c3csc(C(N)=O)c3)CC2)cc1	3	-2	-6	-7	4	8	9	4	7	-8	-14
O=C(Nc1ccccc1)C1=C[C@H](c2ccccc2)C[C@H](OCc2ccc(CO)cc2)O1	-8	-41	-13	0	-10	-24	-23	-17	2	-3	4
COCC(C)NC(=O)CCc1nnc(C2(c3ccc(Cl)cc3)CCC2)o1 (stereo unspecified)	-12	-44	-18	-1	-10	-11	-34	-33	0	2	-7
COc1ccc(CCNC(=O)CN(c2ccc(OC)c(OC)c2)S(=O)(=O)c2ccccc2)cc1OC	1	1	17	7	-12	-15	-2	8	5	6	-4
Cc1cc(O)cc(O)c1C(=O)Cc1cnn(-c2ccccc2)c1	-17	-26	-10	7	19	29	-11	-1	-1	-2	-2
COC(=O)C1(C)NC(=O)c2ccccc2N1 (stereo unspecified)	-14	0	-23	6	-6	-4	-4	15	-1	-10	8
CC(C)c1ccc(CN2CC(C(=O)Nc3ccccc3)CC2=O)cc1 (stereo unspecified)	1	-1	11	4	27	12	-12	-3	8	-20	-4
COc1ccc2c(c1)C(=O)C1(CC2)OC1c1cccnc1 (stereo unspecified)	4	11	4	-1	-2	-6	6	-17	-4	4	-1
O=[N+]([O-])c1ccc(N=NNc2ccc([N+](=O)[O-])cc2)cc1	-19	-40	-12	-4	3	-23	-34	-11	28	-11	3

High-throughput results as filed in PubChem BioAssay.

An excerpt, so the mix of outcomes need not match the whole.
